# Screens as filed in PubChem.
# Myeloid diff MLP: promotes myeloid progenitor differentiation | calls only at 10 µM | 360,000 tested, 1% active | ER-HoxA9 myeloid progenitors, lysozyme-GFP differentiation, flow cytometry;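 active = normalized GFP-positive differentiation at or above the plate's own cutoff, the solvent-only control mean plus 3 SD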;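 also: cells exposed to compound for four days before flow analysis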
# TNAP activators: human TNAP enzyme activators, primary screen, biochemical, luminescent, no phosphate acceptor, uHTS (AID 1001); 200,000 tested, 0.03% active; one-dose activation fold at 20 µM; EC50 in µM for titrated hits; purified TNAP, luminescent activation assay, no phosphate acceptor; higher activation fold means a stronger effect; in the data active = activation fold from about 3, or a potency from the dose series; inactive = the rest, 99 in 100 with activation fold below about 1.6; also: many of its hits are not listed in these tables
# ER stress rescue: protection against thapsigargin-triggered cell killing – 384-well, CSM14.1, ATP luminescence, primary screen (AID 1222). CSM14.1 thapsigargin-induced death rescue, ATP luminescence; higher % means a stronger effect. one-dose cellular ATP content (survival), % at 20 µM; EC50 in µM for titrated hits. 190,000 tested, under 10 active;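 active = EC50 below 50 µM in the dose-response confirmation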;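 also: death triggered by thapsigargin at about 15 µM added after 2 h compound pretreatment; cell ATP read after overnight thapsigargin exposure of roughly 18 to 22 hours; normalized against plate controls of thapsigargin alone and 5% DMSO vehicle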
# human PMI inhibitors: human PMI inhibitors, high substrate, primary screen, biochemical, fluorescence intensity, high mannose 6-phosphate (AID 1220); recombinant PMI enzyme, coupled fluorescence intensity; higher % means a stronger effect; one-dose inhibition, % at 20 µM; IC50 in µM for titrated hits; 190,000 tested, 0.66% active
# human PMI inhibition: inhibitors of human PMI, primary screen, biochemical, fluorescence intensity, coupled assay (AID 1209) | 190,000 tested, 0.42% active | purified PMI enzyme, coupled fluorescence intensity; higher % means a stronger effect | one-dose inhibition, % at 20 µM; IC50 in µM for titrated hits;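 also: plate controls were DMSO vehicle for no effect and wells lacking substrate for full effect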
# M1AAP inhibition: malaria alanyl aminopeptidase activity blockers – biochemical, fluorogenic H-Leu-NHMec substrate, 1536-well (AID 1445) | recombinant M1AAP, H-Leu-NHMec fluorogenic kinetic assay; higher % means a stronger effect | inhibition, % at 30 µM; hits with a dose series show IC50 in µM | 220,000 tested, 0.42% active;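 active = primary inhibition above the hit cutoff, then over 50% inhibition at one or more dose response concentrations, cut at about 23% in these data, passing the limit was not always enough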;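 also: plate controls were DMSO full reaction for no effect and no enzyme background for full effect; strong numbers were not always called active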
# P. falciparum M17LAP: P. falciparum M17LAP inhibitors, primary screen, biochemical, fluorogenic H-Leu-NHMec substrate, 1536-well (AID 1619); recombinant M17LAP, H-Leu-NHMec fluorogenic kinetic assay; higher % means a stronger effect; 220,000 tested, 0.38% active; one-dose inhibition, % at 30 µM; IC50 in µM for titrated hits;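 active = compound inhibiting the enzyme by more than half at any dose during confirmatory dose-response retesting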;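 also: plate controls were full reaction with DMSO carrier for no effect and no enzyme background for full effect; strong numbers were not always called active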
# XIAP antagonists: small molecules displacing peptide from XIAP – biochemical, IAP family, fluorescence polarization (AID 1018) | XIAP BIR domain, fluorescence polarization peptide displacement; higher % means a stronger effect | 200,000 tested, 0.007% active | displacement, % at 20 µM, or IC50 in µM where a hit was titrated; in the data active = displacement above about 50%; also: a part of the inactive calls stands beside numbers as strong as those of hits
# LYP inhibition: PTPN22 lymphoid phosphatase activity blockers – biochemical, fluorescence intensity, uHTS (AID 1779); 290,000 tested, 0.054% active; recombinant LYP phosphatase, fluorescence intensity; higher % means a stronger effect; inhibition, % at 11.5 µM; hits with a dose series show IC50 in µM;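 also: plate controls were vehicle with enzyme for no effect and no enzyme for full effect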
# Myeloid diff MLP GFP+ MAC1+ %: recorded beside Myeloid diff MLP, whose call it bears; GFP+ MAC1+ double positive, %; measured here: differentiation confirmed by MAC1 staining
# * marks the source's active call; other numbers are inactive results; i = inactive; · = no result given. Rule as the data show it, unless noted: active = inhibition above about 50%; inactive = the rest.
SMILES,Myeloid diff MLP,Myeloid diff MLP GFP+ MAC1+ %,TNAP activators,ER stress rescue,human PMI inhibitors,human PMI inhibition,M1AAP inhibition,P. falciparum M17LAP,XIAP antagonists,LYP inhibition
CCCCNC(=S)N1CCN(c2nc3ccccc3s2)CC1,i,0.2,1,-0.9%,7.2%,1.7%,3.1%,-3.9%,-10.6%,2.1%
O=C(NCCc1ccccc1)c1ccncc1,·,·,0.9,-2.9%,-6.1%,-6.5%,-0.5%,12.6%,-8.1%,-3.7%
COCCNC(=O)C(c1cccnc1)N(Cc1ccc(C)cc1)C(=O)Cn1nnc2ccccc21 (stereo not drawn),i,0.6,1.1,-0.6%,5.0%,1.8%,-5.8%,7.8%,-6.4%,0.0%
CCCCNC(=O)CSc1nc2ccccc2c(=O)n1C1CCCC1,i,0.6,1.1,-1.1%,0.1%,2.6%,2.9%,-8.4%,-0.3%,9.4%
O=C(NN1C(=O)C2C3C=CC(C3)C2C1=O)C(O)c1ccccc1 (stereo not drawn),i,0.7,1.1,-1.4%,10.4%,0.8%,2.9%,-3.3%,-0.9%,-2.2%
Cc1ccc(C)c(S(=O)(=O)NCc2ccc(C(=O)NCc3ccccn3)cc2)c1,i,0.7,1.1,-1.4%,2.1%,10.6%,2.5%,-6.6%,-19.2%,-4.7%
O=c1c2ccccc2sc2nc(C3CCCCC3)n(Cc3ccco3)c(=O)c12,i,0.3,1,-1.6%,6.4%,14.1%,3.9%,4.0%,-14.0%,9.7%
Cc1ccsc1/C=N/Nc1ccc(Cl)nn1,i,0.5,·,·,·,·,1.1%,11.6%,·,-7.1%
CCC(C)NC(=O)CCCc1ccccc1 (stereo not drawn),i,1.1,1.1,-0.4%,-25.2%,-20.1%,-2.6%,-3.9%,-21.4%,1.3%
COc1cccc(C(c2sc3ncnn3c2O)N2CC(C)OC(C)C2)c1 (stereo not drawn),i,2.0,1.1,·,17.7%,20.5%,-0.4%,14.5%,-0.3%,2.3%
CN(C)c1cccc(C(=O)OCC(=O)NCC2CCCO2)c1 (stereo not drawn),i,0.9,1,-1.4%,-0.5%,-10.6%,10.7%,-8.6%,2.1%,5.6%
CCc1cc2c(SCC(=O)N(CC)c3c(N)n(Cc4ccccc4)c(=O)[nH]c3=O)ncnc2s1,i,0.5,1.1,-0.9%,-9.4%,-9.5%,-12.8%,21.4%,-3.3%,-7.1%
COP(=O)(OC)c1nc(-c2ccccc2)oc1NCc1ccccc1,i,0.4,1.1,0.1%,2.3%,11.5%,-0.6%,-45.3%,3.8%,-16.2%
CCOC(=O)N1CCN(C(=O)c2ccc3nc(C)sc3c2)CC1,i,0.8,1,-0.9%,2.5%,6.4%,-0.9%,-0.1%,-6.3%,-14.0%
CC(=O)Nc1cnc2ccccc2n1,i,1.2,1.1,-1.7%,9.2%,9.2%,6.0%,2.1%,-1.3%,-5.7%
Cc1ccc(CC(=O)O/N=C(\N)Cc2ccc([N+](=O)[O-])cc2)cc1,i,0.1,0.8,-1.4%,-10.3%,2.5%,-1.5%,-2.3%,-3.2%,-2.4%
O=C(Cn1ccc2ccccc2c1=O)N1CCN(Cc2ccc3c(c2)OCO3)CC1,i,0.9,1.1,-0.7%,-6.5%,3.7%,-4.9%,17.4%,-7.6%,-0.6%
CC(Sc1cccc[n+]1[O-])C(=O)Nc1ccc([N+](=O)[O-])cc1Cl (stereo not drawn),i,0.8,1.1,-2.9%,-3.6%,-7.1%,6.8%,4.8%,-9.9%,-8.5%
COCCn1cc(C(=O)NCc2ccco2)c2c3ccccc3n(C)c2c1=O,i,0.2,1.1,-1.0%,10.9%,8.6%,4.5%,0.0%,-7.2%,-9.3%
Cc1cc(C)c(COc2ccc(/C=N/n3c(C)n[nH]c3=S)cc2)c(C)c1,i,0.6,1,1.4%,6.8%,7.7%,9.7%,12.5%,-2.0%,-1.7%
COCCN(C(=O)c1cccc(OC)c1)c1nnc(-c2ccncc2)s1,i,1.4,0.9,1.1%,-14.8%,-10.1%,-0.7%,-8.9%,-17.9%,0.3%
CC(=O)C1=C(Nc2ccc(C)cc2)CC(C)(O)C(C(C)=O)C1c1ccco1 (stereo not drawn),i,0.6,1.1,0.8%,5.5%,10.3%,10.9%,-5.2%,-3.2%,-4.0%
COC(=O)c1ccc(NC(=S)N2CCCC2)cc1,i,1.4,1.1,·,3.6%,-5.5%,5.8%,-6.3%,-0.9%,-2.8%
CCCOc1ccccc1C(=O)NC(CO)C(=O)O (stereo not drawn),i,1.7,1.1,-3.1%,-2.2%,-4.7%,4.1%,3.0%,-3.8%,-1.7%
CCOc1ccccc1NC(=O)c1c(Br)cnn1C,i,0.3,1.1,-6.6%,-1.0%,2.1%,-5.0%,14.5%,-2.5%,-9.2%

# Further compounds
SMILES,Myeloid diff MLP,Myeloid diff MLP GFP+ MAC1+ %,TNAP activators,ER stress rescue,human PMI inhibitors,human PMI inhibition,M1AAP inhibition,P. falciparum M17LAP,XIAP antagonists,LYP inhibition
Cc1cccc(CC2CC(=O)N(CCc3ccc4c(c3)OCO4)C2=O)c1 (stereo not drawn),i,0.1,1.1,-1.6%,6.9%,15.3%,·,·,-3.9%,-9.5%
CC(=O)Nc1ccc(NC(=O)c2ccccc2S(=O)(=O)c2ccc([N+](=O)[O-])cc2)cc1,i,0.4,1,-0.4%,12.0%,8.4%,2.2%,-0.3%,-8.4%,-7.9%
CC(C)NC(=O)CC(=O)NN=C1CCCCC1,i,0.6,1.1,-0.8%,-8.5%,-6.4%,-0.8%,-4.0%,-6.2%,-11.9%
CC1(C)CC2(CC(c3cccs3)c3cc(Cl)c(O)cc3O2)NC(=S)N1 (stereo not drawn),i,1.0,1,-0.5%,12.6%,17.3%,5.2%,-3.9%,-3.2%,-2.0%
O=C1CCN(Cc2ccccc2)C(=O)N1c1ccccc1,i,0.3,·,·,·,·,4.8%,5.6%,·,-1.4%
O=C(N/N=C/c1ccc(Cl)cc1Cl)c1n[nH]c2c1CCCC2,i,0.0,1.8,-3.4%,0.2%,-1.4%,-3.3%,-10.1%,-5.1%,-7.2%
O=C(O)CNS(=O)(=O)c1cccc2nsnc12,i,1.0,1.1,5.1%,-2.5%,2.3%,4.2%,2.0%,-0.8%,-4.9%
CCc1nnc(NC(=O)[C@@H](NC(=O)c2cccc(C)c2)C(C)C)s1,i,0.3,1.1,0.4%,0.9%,10.0%,3.6%,-1.1%,-15.1%,-4.3%
CC(C)c1ccc(O)c(NC(=S)NC(=O)c2cccnc2)c1,i,0.2,1.2,-1.4%,3.3%,13.9%,-4.3%,-3.1%,-3.8%,-4.6%
Cc1csc2ncc(C(=O)N3c4ccccc4CC3C)c(=O)n12 (stereo not drawn),i,5.0,0.9,-1.1%,13.6%,21.0%,10.4%,23.2%,-4.6%,3.2%
Cc1cccc(OC(C)C(=O)N(Cc2cccs2)C2CCS(=O)(=O)C2)c1C (stereo not drawn),i,1.2,1,1.6%,9.8%,20.5%,2.6%,4.6%,-5.7%,2.2%
Cc1nc2ccccn2c1/C(O)=C1\C(=O)C(=O)N(CCN(C)C)C1c1ccco1 (stereo not drawn),i,0.5,1.1,-1.3%,12.1%,0.7%,-0.2%,4.1%,-1.9%,-3.2%
COc1ccccc1-c1nnc(SCC(=O)Nc2ccc(S(N)(=O)=O)cc2)n1C,i,0.8,1,-1.0%,0.9%,3.8%,-1.8%,7.2%,-16.5%,-1.0%
COc1cc(NC(=O)c2ccc(-c3ccc(Br)cc3)o2)ccc1NC(=O)C(C)C,i,1.5,1.1,0.7%,-1.1%,-2.9%,4.9%,0.1%,-6.4%,-2.1%
COc1ccc(-c2nnc(SCC(=O)NCc3cccs3)n2C(C)C)cc1,i,1.1,1.1,1.1%,1.3%,1.1%,-0.7%,18.9%,-2.2%,-9.1%
CN(Cc1ccccc1)C(=O)COC(=O)c1ccccc1NS(=O)(=O)c1cccc(N)c1,i,0.0,1,-3.1%,-12.6%,-10.3%,7.7%,0.2%,-6.7%,4.2%
CCNC(=O)COc1cccc(C(=O)NCc2ccccc2)c1,i,0.2,1.2,1.4%,13.4%,12.8%,2.1%,-4.5%,1.3%,-7.8%
Cc1nc2scc(-c3ccccc3)c2c(=O)o1,i,1.0,1.1,1.6%,8.2%,4.9%,1.9%,40.5%,-5.5%,-6.5%
Cc1ccc(S(=O)(=O)C(CCC(=O)N2CCOCC2)S(=O)(=O)c2ccc(C)cc2)cc1,i,0.6,1.1,0.2%,11.3%,5.9%,6.6%,-15.8%,-1.1%,-3.2%
COc1ccccc1-c1nc(C#N)c(N2CCc3ccccc3C2)o1,i,5.5,1.1,-3.7%,1.8%,2.3%,4.6%,1.0%,-0.6%,-2.4%
FC(F)(F)c1ccc(CSc2nccn2-c2ccccc2)cc1,i,0.6,1.1,5.7%,6.4%,23.3%,-2.1%,-0.5%,-1.1%,-0.2%
COc1ccc(C(CC(=O)NCCCN2CCOCC2)NS(=O)(=O)c2ccc(C)cc2)cc1 (stereo not drawn),i,0.7,1.1,0.8%,-10.4%,-2.8%,1.2%,10.3%,-5.5%,-6.3%
COc1cccc(C(=O)NCC(=O)OCC(=O)c2ccccc2)c1,i,0.2,1.1,-0.8%,0.2%,-3.4%,4.2%,11.1%,-9.5%,-1.9%
COc1ccc(C(=O)CSc2nc3nc(C)cc(C)n3n2)cc1OC,i,4.1,1,-0.4%,-2.5%,7.3%,-3.7%,9.7%,-2.3%,1.5%
CN(Cc1ccccc1)C(=O)COC(=O)c1ccc2c(c1)OCO2,i,0.9,1,-3.1%,2.7%,1.6%,0.7%,-1.1%,-6.0%,2.9%
Cc1cccc(NC(=S)NC(=O)c2ccc(Br)o2)c1C,i,0.2,1.1,4.8%,4.5%,5.9%,6.1%,0.6%,0.3%,1.8%
CC(=O)O[C@@H]1[C@H]2[C@@H](C[C@@H](C)[C@@H]3CCC(=O)[C@@]13C)OC(=O)[C@@H]2C,i,2.8,·,·,·,·,-3.0%,2.8%,·,-4.0%
O=C(O)c1ccc(-c2nc3scc(-c4ccccc4)c3c(=O)[nH]2)cc1,i,0.5,·,·,·,·,-0.2%,2.7%,·,-7.5%
O=C1C(Cc2ccc(F)cc2)SC(=Nc2ccccc2)N1c1ccccc1 (stereo not drawn),i,0.6,1.2,-0.9%,8.3%,15.6%,0.0%,2.0%,-3.9%,2.6%

# Look-ups from the results shown.
# Under human PMI inhibitors, Cc1nc2scc(-c3ccccc3)c2c(=O)o1 shows 8.2%
# Under TNAP activators, CCNC(=O)COc1cccc(C(=O)NCc2ccccc2)c1 shows 1.2
# Under LYP inhibition, CN(Cc1ccccc1)C(=O)COC(=O)c1ccc2c(c1)OCO2 shows 2.9%

# Some of the entries above, reformatted:
# Order of values: Myeloid diff MLP	Myeloid diff MLP GFP+ MAC1+ %	TNAP activators	ER stress rescue	human PMI inhibitors	human PMI inhibition	M1AAP inhibition	P. falciparum M17LAP	XIAP antagonists	LYP inhibition
CN(Cc1ccccc1)C(=O)COC(=O)c1ccc2c(c1)OCO2
 : i	0.9	1	-3.1%	2.7%	1.6%	0.7%	-1.1%	-6.0%	2.9%
Cc1cccc(NC(=S)NC(=O)c2ccc(Br)o2)c1C
 : i	0.2	1.1	4.8%	4.5%	5.9%	6.1%	0.6%	0.3%	1.8%

# Rows are unselected; any-hit rate near 2.7%.
